Screens from PubChem.
S3 lipid droplet: qHTS Assay for Lipid Storage Modulators in Drosophila S3 Cells; Drosophila S3 cells, BODIPY lipid droplet fluorescence, 18-24 h; cells fed with added oleic acid; Potency in µM for hits, for the others lipid storage change, negative = inhibition, % at the top dose, mostly 46.1 µM; actives 0.64% (n = 320,000); active = well fitted inhibition curve with a large enough effect in the signal ratio, with a control signal flat, not every such curve was filed as active; inconclusive = small, poorly fitted or top-dose-only effect, or effect the other way, or a change in a side signal; the % refers to the signal ratio
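Drosophila S3 cells got compounds at several concentrations plus oleic acid (400 uM solution). Laser-scanning cytometry with 488 nm excitation read lipid droplets at 500-530 nm and cells at 575-640 nm. Percent activity was relative to 20 uM Triacsin C.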
S3 lipid droplet cell count max: recorded beside S3 lipid droplet, whose call it bears; cell number change, %; measured here: cell count max response;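 cells counted by Cell Tracker Red CMTPX staining in the red channel; peak over a dose series mostly up to 46.1 µM; percent activity relative to internal control wells on each plate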
Starred values were filed as active, the others as inactive; i = inactive; ? = inconclusive; . = no result given; [ ] = another dose, or the depositor's remark. % is scaled to controls: 0 for no effect and ±100 for the full control effect; potency is read from the fitted curve at half-maximal effect. Some of the compounds tested, so the mix of outcomes need not match the whole.

nr	canonical_smiles	S3 lipid droplet	S3 lipid droplet cell count max
1	CN(C)C(CNC(=O)c1coc2ccccc2c1=O)c1ccccc1 (centres undefined)	i	1.3
2	NC(=O)CSc1nnc2ccc(-c3ccc(Cl)cc3)nn12	-3.7%[9.22 µM]	4.9
3	O=C(COC(=O)/C=C/c1ccc2c(c1)OCO2)Nc1ccc(S(=O)(=O)N2CCCC2)cc1	?	.
4	O=C(CNc1ccccc1)N/N=C/c1ccc2c(c1)OCCO2	18.2%	-3.2
5	COc1ccc2c(c1)nc(SCC(C)O)n2C (centres undefined)	-14.3%	-1.6
6	COCCn1c(SCC(=O)NCc2ccco2)nnc1-c1c[nH]c2ccccc12	15.7%	6.5
7	Cc1cccc(N(Cc2ccccc2)C(=O)CN2C(=O)NC3(CCCC3)C2=O)c1	?	.
8	Cc1c(Cl)cccc1NC(=O)c1cc(C2CC2)on1	?	.
9	COC(=O)c1cc(Br)c(=O)n(-c2ccc(F)cc2)c1	?	.
10	O=C(NC1CCCCC1)C(c1ccc(F)cc1)N(Cc1ccc2c(c1)OCO2)C(=O)c1cnsn1 (centres undefined)	1.3%	3.1
11	Cc1cccc(OCC(=O)N(Cc2ccc(N(C)C)cc2)C2CCS(=O)(=O)C2)c1 (centres undefined)	12.4%	-0.8
12	CC1=C(C(=O)OCc2ccccc2)C(c2cccc([N+](=O)[O-])c2)NC(=O)N1C (centres undefined)	?	.

A different layout for part of the listing above:
(8) Cc1c(Cl)cccc1NC(=O)c1cc(C2CC2)on1
(6) COCCn1c(SCC(=O)NCc2ccco2)nnc1-c1c[nH]c2ccccc12

| screen / no. | 8 | 6 |
| --- | --- | --- |
| S3 lipid droplet | ? | 15.7% |
| S3 lipid droplet cell count max | . | 6.5 |

(more compounds)
nr	canonical_smiles	S3 lipid droplet	S3 lipid droplet cell count max
13	Cc1nc(-c2ccc(F)cc2)c(CC(=O)Nc2cc(S(=O)(=O)N3CCCCC3)ccc2C)s1	?	.
14	COc1cccc(CNC(=O)C2CCC(=O)N(C3CC3)C2)c1OC (centres undefined)	21.2%	8.2
15	CCn1nnnc1SCC(=O)c1cc(OC)ccc1OC	?	.
16	COc1ccccc1S(=O)(=O)Cc1ccc(C(=O)NCCCN2CCN(c3ccc(F)cc3)CC2)o1	4.5%	4.2
17	Cc1ccc(OCC(=O)NCCNC(=O)c2cnccn2)cc1	-8.7%	-14.5
18	CC(C)NC(=O)C1CCN(C(=O)c2cc3sccc3n2Cc2ccc(F)cc2)CC1	?	.
19	O=C(NCC(=O)N1CC(O)CC1C(=O)N1CCCC1C(=O)OCc1ccccc1)OCc1ccccc1 (centres undefined)	?	.
20	COc1ccccc1NS(=O)(=O)c1cc(NC(=O)C(C)C)ccc1N1CCCCC1	?	.
21	CCOC(=O)c1ccc(NC(=O)C2CC2)cc1	18.3%	-8.9
22	Cc1nnc(NC(=O)COc2ccccc2)s1	?	.
23	CC(C)(C)NC(=S)N/N=C/c1cccnc1	-4.2%	13.9
24	S=c1[nH]nc(COc2ccc(Cl)cc2)n1Cc1ccccc1	-6.6%	-13.4

New compounds follow:
nr	canonical_smiles	S3 lipid droplet	S3 lipid droplet cell count max
25	CC(C)(CNC(=O)c1ccc(S(=O)(=O)Nc2ccc(Cl)cc2)cc1)N1CCOCC1	?	.
26	CCOC(=O)C(C(=O)OCC)C(Nc1cccc(Br)c1)c1ccccc1 (centres undefined)	-21.5%	-8.6
27	Cc1ccc(S(=O)(=O)N2CCC(=O)N(C(COCc3cccc(Cl)c3)C(C)C)CC2)cc1 (centres undefined)	?	.
28	Cc1ccc(S(=O)(=O)N2CCN(S(=O)(=O)N3CCCCC3)CC2)cc1C	?	.
29	Cc1c(C)n(C)c2ccc(C(=O)NCCN3CCOCC3)cc12	?	.
30	c1ccc(-c2ccccn2)nc1	?	.
31	COc1ccc(C(=O)COC(=O)c2ccc(Cl)nc2)c(OC)c1	?	.
32	CC(C)(C)c1ccc(-c2nc3cc(N)ccc3o2)cc1	i	-22.4
33	CCOc1ccc(C2CC(=O)NC(SCC(=O)OC)=C2C#N)cc1 (centres undefined)	-1.2%	-9.9
34	COc1ccc(CCNC(=O)c2nnn(CC(=O)Nc3cccc(F)c3)c2N)cc1OC	?	.
35	O=C(CNC1CCCC1)Nc1cc(Cl)ccc1[N+](=O)[O-]	?	.
36	Cc1csc2nc(CNC(=O)c3cccc(C(F)(F)F)c3)cn12	?	.

(continued)
nr	canonical_smiles	S3 lipid droplet	S3 lipid droplet cell count max
37	COC(=O)[C@@]12CCCN1[C@H](c1ccc(-c3ccc(F)cc3)c(OC)c1)[C@H]1C(=O)N(C)C(=O)[C@H]12	?	.
38	CC(C)c1ccc(NC(=O)Cn2c(=O)oc3cccnc32)cc1	-5.1%	-1.9
39	c1cn(CCCNc2ncnc3sc4c(c23)CCC4)cn1	?	.
40	CCN(c1ccccc1)c1cc(C)nc2ncnn12	2.8%	3.3
41	COc1ccc(CCN=C(N)NS(=O)(=O)c2ccc(OC)c(OC)c2)cc1OC	-10.1%	.
42	CC(=O)Nc1ccc(S(=O)(=O)Oc2cccc(/C=N/N=C3/NC(=O)C(CC(=O)O)S3)c2)cc1 (centres undefined)	-0.5%[9.22 µM]	-0.1
43	O=C(c1ccc(S(=O)(=O)N2CCCCCC2)cc1)N1CCN(c2ccccn2)CC1	i	.
44	CC(c1ccco1)N(C(=O)COc1ccccc1[N+](=O)[O-])c1ccccn1 (centres undefined)	-5.0%	-4.3
45	CCN(CC(=O)Nc1ccc(NC(C)=O)cc1)C(=O)c1ccc2c(c1)S(=O)(=O)N=C1CCCCCN12	12.2%	.
46	COc1ccc(NC(=O)C2CC(=O)n3ncnc3N2)cc1 (centres undefined)	4.1%	-7.9
47	CC1CCCCC1NC(=O)CN1C(=O)NC(C)(c2cc(F)ccc2F)C1=O (centres undefined)	?	.
48	COc1ccc(OC)c(Nc2nc3nonc3nc2N2CCCC(C)C2)c1 (centres undefined)	10.9%	7.7

Next section.
nr	canonical_smiles	S3 lipid droplet	S3 lipid droplet cell count max
49	O=C1/C(=C/c2ccco2)SC(=S)N1CCC(=O)N1CCCCC1CCO (centres undefined)	?	.
50	O=[N+]([O-])c1cccc(-c2ccc3nnc(SCc4ccccn4)n3n2)c1	-7.4%	-8.4
51	Cn1c(N)c(C(=O)COC(=O)C2(c3ccc(Cl)cc3)CCCC2)c(=O)n(C)c1=O	?	.
52	CCc1ccc2c(c1)C1(SC(NC(C)=O)=NN1C(C)=O)C(=O)N2C(C)C (centres undefined)	3.1%	-1.4
53	COc1ccc(C(=O)OCCNC(=O)c2c(Cl)nc3ccccn23)cc1	17.4%	-4.9
54	Cc1ccc(S(=O)(=O)NC(CC(C)C)C(=O)Oc2ccc3c4c(c(=O)oc3c2)CCC4)cc1 (centres undefined)	?	.
55	C=C(C)Cc1c(C)nc(-c2ccccc2)[nH]c1=O	9.0%	3.3
56	CC(Oc1ccccc1F)c1nnc(SCC(=O)c2c(N)n(C3CC3)c(=O)[nH]c2=O)o1 (centres undefined)	?	.
57	COc1ccc(Cc2nnc(SCC(=O)c3ccccc3)o2)cc1	?	.
58	Cc1ccc2c(c1)N1C(=O)c3ccccc3C1C1=C(CC(C)(C)CC1=O)N2 (centres undefined)	3.8%	-16.4
59	CNC(=O)c1cc(S(=O)(=O)N(C)C)ccc1Cl	?	.
60	CC(C)CCOc1cccc(OCC(=O)N(C)C2CCS(=O)(=O)C2)c1 (centres undefined)	?	.

Other results:
nr	canonical_smiles	S3 lipid droplet	S3 lipid droplet cell count max
61	CN1CCN(S(=O)(=O)c2ccc(NC(=O)c3ccccc3Cl)cc2)CC1	-0.6%	19.4
62	Cc1cc(N(C)C)cc(C)[n+]1[O-]	-5.9%	8.8
63	COc1ccc(NC(=O)C(C)N2C(=O)c3ccccc3C2=O)cc1S(=O)(=O)N1CCOCC1 (centres undefined)	-5.4%	8.3
64	O=C1/C(=C/c2cccc(Br)c2)SC(=S)N1/N=C/c1cc([N+](=O)[O-])ccc1O	?	.
65	COc1ccc(S(=O)(=O)N2CCOCC2)cc1N=Nc1sc(N)nc1-c1ccccc1	12.1%	6.5
66	Cc1ccc(NC2=NC(c3ccc(F)cc3)n3c(nc(C)cc3=O)N2)c(C)c1 (centres undefined)	26.2%	10.5
67	Cc1nnc(NC(=O)CSc2ccc([N+](=O)[O-])cn2)s1	?	.
68	COc1ccc(/C=N\NC(=O)c2ccccc2Br)cc1COc1c(F)c(F)cc(F)c1F	?	.
69	CCN(CCNS(=O)(=O)c1ccc2c(c1)oc(=O)n2C)c1ccccc1	?	.
70	CC(=O)c1sc2nc(-c3ccc(C)cc3)c3c(c2c1N)CCCC3	?	.
71	O=S(=O)(c1cnc(Cl)c(Cl)c1)N1CCc2ccccc21	?	.
72	COc1ccc(C(=O)Nc2cnc3ccccn3c2=O)cc1	-10.6%	-12.1

Looked up one by one from the list above, three records:
nr	canonical_smiles	S3 lipid droplet	S3 lipid droplet cell count max
66	Cc1ccc(NC2=NC(c3ccc(F)cc3)n3c(nc(C)cc3=O)N2)c(C)c1 (centres undefined)	26.2%	10.5
67	Cc1nnc(NC(=O)CSc2ccc([N+](=O)[O-])cn2)s1	?	.
69	CCN(CCNS(=O)(=O)c1ccc2c(c1)oc(=O)n2C)c1ccccc1	?	.

(more compounds)
nr	canonical_smiles	S3 lipid droplet	S3 lipid droplet cell count max
73	COc1cccc(CN2CC(C(=O)NCCCn3cccn3)CCC2=O)c1 (centres undefined)	-17.1%	0.3
74	Cc1ccc(S(=O)(=O)N/N=c2\sc3ccccc3n2C)cc1	-8.5%	-7.3
75	O=c1cc(-c2ccccc2)nc2nc(CCc3ccccc3)[nH]n12	-19.2%	8.2
76	Cn1c(CCNC(=O)c2ccco2)nc2cc(NC(=O)c3ccccc3Cl)ccc21	i	5.7
77	Cc1ccc(C(=O)COc2ccccc2N2C(=O)c3ccccc3C2=O)cc1	0.1%	.
78	CCOC(=O)c1c(N2C(=O)Nc3ccccc3N2O)sc2c1CCCCC2	-2.7%	1.8
79	CCC(=O)c1ccc(OCC(=O)OCC(=O)N2CCc3ccccc32)cc1	?	.
80	O=C(CSc1nc2ccccc2c(=O)n1-c1ccc(F)cc1)Nc1ccc(N2CCOCC2)cc1	5.2%	12.2
81	CC(C)[C@H](NC(=O)N1CCn2c1nc1ccccc12)C(=O)NCC1CCCO1 (some centres undefined)	?	.
82	O=C(NNS(=O)(=O)c1ccc(Br)cc1)c1ccncc1	18.3%	0.1
83	CNC(=O)NNC(=O)c1csc(Cc2c(Cl)sc3ccc(Cl)cc23)n1	?	.
84	Clc1ncc2[nH]cnc2n1	-10.3%	-18.3

The listing continues.
nr	canonical_smiles	S3 lipid droplet	S3 lipid droplet cell count max
85	Cc1nnc(SCC(=O)Nc2cccc(Br)c2)s1	7.1%	1.6
86	CCCNc1cc(C)c(C#N)c2nc3ccccc3n12	4.0%	2.5
87	COCCn1c(C)cc(C(=O)CSc2n[nH]c(N)n2)c1C	i	-3.5
88	CCOc1ccc2nc(SCc3ccc(F)cc3)sc2c1	i	7.0
89	Cc1ccc(S(=O)(=O)CC(O)COc2ccc(F)cc2Cl)c(C)c1 (centres undefined)	i	.
90	O=C(NCCN1CCOCC1)c1cccc(S(=O)(=O)N(Cc2ccccc2)c2ccccc2)c1	3.0%	7.3
91	Cc1ccc(NC(=O)COc2ccc3c(c2)OCO3)c(C)c1	?	.
92	O=C1NCC(COCc2ccccc2)O1 (centres undefined)	?	.
93	COc1ccc(N2CCN(C3CCCN(Cc4cccc(C(C)=O)c4)C3)CC2)cc1 (centres undefined)	?	.
94	Cc1noc(C)c1S(=O)(=O)Nc1ccccc1Oc1ccccc1	3.4%	11.6
95	O=C(NC(=S)Nc1ccc(N2CCOCC2)cc1)c1cccc(Cl)c1	?	.
96	O=C(Nc1ccc(N2CCN(C(=O)c3ccccc3F)CC2)cc1)c1ncn[nH]1	?	.

Following part
nr	canonical_smiles	S3 lipid droplet	S3 lipid droplet cell count max
97	COC(=O)c1c(O)cc(=O)n2c1CCCCC2	?	.
98	COc1ccc(NC(=O)CCS(=O)(=O)c2ccc3c(c2)oc(=O)n3C)cc1	i	-23.6
99	CC(=O)Nc1cccc(/C(C)=N/NC(=O)c2c(-c3ccccc3Cl)noc2C)c1	?	.
100	Cc1sc(Nc2ccc([N+](=O)[O-])cc2)nc1-c1c(C)n(C)n(-c2ccccc2)c1=O	12.5%	7.2
101	CC1=C(C(=O)Nc2ccccc2)C(c2ccncc2)C(C#N)=C(SCC(=O)Nc2ccccc2)N1 (centres undefined)	?	.
102	Cc1ccc(CN2CCN(Cc3cnc(N4CCOCC4)s3)CC2CCO)cc1 (centres undefined)	-24.1%	-2.2
103	NS(=O)(=O)c1ccc(CCNC(=O)c2cccc(S(=O)(=O)N3CCCC3)c2)cc1	?	.
104	Cn1cc(-c2ccccc2C(=O)O)c(=O)c2cc(Cl)ccc21	?	.
105	O=C(NS(=O)(=O)Nc1ccccn1)c1c[nH]c2ccccc12	?	.
106	CN1CCN(C(=O)/C(=C/c2cccnc2)NC(=O)c2cccc(Br)c2)CC1	?	.
107	O=C(Nc1ccc(N2CCN(C(=O)c3ccco3)CC2)cc1)c1cccnc1Cl	27.6%	19.0
108	CCOC(=O)C1CCN(c2ncnc3c2c(-c2ccccc2)cn3-c2ccccc2)CC1	0.1%	16.6

(next part)
nr	canonical_smiles	S3 lipid droplet	S3 lipid droplet cell count max
109	O=S(=O)(NCCc1ccccc1)c1ccc(S(=O)(=O)N2CCCCC2)cc1	?	.
110	Nc1c(C(=O)NCCN2CCOCC2)c2nc3ccccc3nc2n1-c1ccccc1	?	.
111	O=C(Nc1cccc2ccccc12)c1ccc([N+](=O)[O-])o1	?	.
112	c1ccc(SCCN2CCN(c3ccccc3)CC2)cc1	13.6%	15.9
